Screening results from PubChem BioAssay.
TGFb SMAD3 inh = TGF-b pathway inhibition; HepG2 CAGA-GFP TGF-b/SMAD3 reporter, GFP fluorescence, 18 h; TGF-beta stimulated, 500 pg/mL final; Potency, µM (top dose mostly 46.1 µM), without a hit: at the highest dose activity, negative = inhibition, most hits filed as inhibitors; AID 588855; hit rate 1.2% among 410,000; further: potency means the concentration at half of the fitted maximal effect; on the % scale 0 is the no-effect control and ±100 the full control effect; nearly all actives have a fitted effect of over 65% in size
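Cell-based qHTS in HEPG2 carrying a CAGA-GFP Smad reporter; compounds added before 500 pg/mL final TGF-beta, 18 h incubation at 37 degrees C, GFP fluorescence quantified per cell by imaging cytometry.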
A549 viability = counter-screen for Nrf2 inhibitors: cytotoxicity in A549 cells | hit rate 0.16% among 390,000 | A549 ARE-Fluc cells, CellTiter-Fluor viability, 18-24 h | AID 504648 | Potency, µM (doses to about 46 µM), for the others: at the top dose activity change, negative = cytotoxicity, usual class: inhibitors; further: potency means the concentration at half of the fitted maximal effect; on the % scale 0 is the no-effect control and ±100 the full control effect
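A549 ARE-Fluc cells in 5% FBS OPTI-MEM, 5000 cells/well, rested 2 h then exposed to compounds in concentration-response for 18-24 h at 37 °C. Viability by CellTiter-Fluor fluorescence (Ex 405/Em 525) after 30 min; luciferase luminescence (BugLite, 15 min, RT) read afterwards.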
CCT chaperon mod = modulators of cytosolic chaperonin (CCT/TRiC) activity; purified chaperonin ATPase assay, HTRF ADP detection, 30 min; activity change, % (no concentration beside the values), hits read low; hit rate 0.3% among 360,000; AID 651819; in the data active means activity change below about -30%; further: on the % scale 0 is the no-effect control and ±100 the full control effect
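First, chaperonin was dispensed at 40 nM or 20 nM final depending on batch activity. Next, compounds were pinned at 76 uM and ATP added at 10 uM. After 30 min at 37 °C, ADP detection reagents ran 30 min at ambient temperature.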
pAkt inh = Akt phosphorylation inhibition; AID 651550; hit rate 0.32% among 360,000; activity change, % for hits at 50 µM; Neuro2A IGF-stimulated pAkt S473 HTRF, 20 min; stronger effect = lower value; in the data active means activity change below about -80%; inconclusive means mostly about -51% to -80%; further: on the % scale 0 is the no-effect control and ±100 the full control effect
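Single-point screen (50 µM final compound) in Neuro2A cells stimulated 20 min with 6 nM IGF at 37 deg C. After lysis, Ser473-phosphorylated Akt read by HTRF (ex 330 nm, em 615/665 nm) as the 665/615 ratio.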
ATXN viability = cell viability loss in ATXN counter-screen; S2 cells (HEK-293 line with an ATXN2-luciferase reporter) viability, CellTiter-Fluor protease fluorescence, 24 h; Potency, µM (top dose mostly 56.7 µM), most hits filed as cytotoxic; hit rate 0.49% among 400,000; further: potency means the concentration at half of the fitted maximal effect; nearly all actives have a fitted effect of over 40% in size
Nrf2 inh = Nrf2 pathway inhibition | A549 ARE-Fluc reporter, luciferase luminescence, 18-24 h | Potency, µM (highest dose often 46 µM), without a hit: at the top dose activity change, negative = inhibition, actives largely listed as inhibitors | hit rate 2.1% among 360,000; further: potency means the concentration at half of the fitted maximal effect; on the % scale 0 is the no-effect control and ±100 the full control effect; nearly all actives have a fitted effect of over 60% in size
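In this cell-based qHTS, ARE-driven firefly luciferase in A549 cells reports Nrf2 activity; the luminescent signal after BugLite lysis is the measured value, with a prior CellTiter-Fluor read for cell health.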
HepG2 tox = HepG2 cytotoxicity, counter-screen for TGF-b inhibitors; HepG2 CAGA-GFP viability, ATP luminescence, 18 h; Potency, µM (highest dose often 46.1 µM), for inactives: at the highest dose activity change, negative = cytotoxicity, most hits filed as cytotoxic; AID 588856; hit rate 0.76% among 410,000; further: potency means the concentration at half of the fitted maximal effect; some results filed as inactive show a strong effect at the top dose
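CellTiter-Glo luminescence gave cytotoxicity after 18 hours at 37 degrees C. The cells were HepG2 CAGA-GFP in 1% FBS DMEM, stimulated with 500 pg/mL TGF-beta after compound addition. %Activity was normalised to no-cell wells (complete cell-killing) and DMSO (no toxicity), and curves were fitted and classified.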
Nrf2 activator = activators of Nrf2 (ARE) signaling; AREc32 ARE-luciferase reporter (MCF7-derived line), luminescence, 24 h; Potency, µM (doses to about 46.1 µM), for inactives: at the top dose activation, most hits filed as activators; hit rate 0.31% among 410,000; further: potency means the concentration at half of the fitted maximal effect; % of control where 0% means no effect; nearly all actives have a fitted effect of over 65% in size
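For detection, Steady-Glo was added and plates sat 30 min at RT; before that, AREc32_Fluc cells grown overnight in OPTI-MEM/5% FBS had been treated with 23 nL compound for 24 hr at 37 deg C.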
Mm-Cpn inhibitor = M. maripaludis TRiC chaperonin inhibition; hit rate 0.031% among 330,000; purified Mm-Cpn ATPase, ADP Transcreener TR-FRET; Potency, µM (highest dose often 76.9 µM), for inactives: at the highest dose activity, negative = inhibition, most hits filed as inhibitors; further: potency means the concentration at half of the fitted maximal effect; on the % scale 0 is the no-effect control and ±100 the full control effect; nearly all actives have a fitted effect of over 80% in size
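ATPase turnover read by TR-FRET ADP competition (Eu cryptate antibody/ADP-d2, 665/590 nm): 10uM ATP final, 25nM Mm-CPN final, 30 min 37degC after 10-min compound preincubation, pH 7.4 Tris/KCl/MgCl2/DTT buffer.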
Numbers without * were called inactive; i = inactive; u = inconclusive; x = not tested or not shown; [ ] = another dose, or the depositor's remark. Unless noted, the call rests on the fitted dose curve; in most records, active means well fitted curve in the direction sought with a large enough effect; inconclusive means small, poorly fitted or top-dose-only effect, or another doubt; inactive means no such curve, though single readings can be large; an effect the other way counts as inactive or inconclusive.

Values in the order: TGFb SMAD3 inh | A549 viability | CCT chaperon mod | pAkt inh | ATXN viability | Nrf2 inh | HepG2 tox | Nrf2 activator | Mm-Cpn inhibitor
- CC(=O)Nc1ccc(S(=O)(=O)N2CCCC2C(=O)O)cc1 (stereo not drawn)
    13% | -1% | 0.1 | i | i | 10% | 3% | 0.4% | -4%
- Cc1ccc(S(=O)(=O)/N=C2\C=C(NS(=O)(=O)c3ccccc3)C(=O)c3ccccc32)cc1
    u | -3% | -1.3 | i | 20µM* | 0% | -40% | 2.8% | x
- CCOc1ccccc1N1CC(c2nc3ccccc3n2CCCOc2ccc(OC)cc2)CC1=O (stereo not drawn)
    0% | -21% | x | x | i | u | -3% | -0.1% | x
- CCOC(=O)Cc1cc(=O)n2[nH]c(C)c(-c3ccccc3)c2n1
    2% | u | -0.8 | i | i | u | -17% | 0.1% | 1%
- COc1cccc(C(=O)OCCCN(C)C)c1
    -11% | 1% | -1.7 | i | i | -17% | 19% | 0.3% | 0%
- CCS(=O)(=O)N1N=C(c2cccc(NS(C)(=O)=O)c2)CC1c1ccc(C)cc1 (stereo not drawn)
    11% | -9% | -1.0 | i | i | -16% | 8% | 3.4% | 2%
- Cc1ccc2onc(CC(=O)Nc3cc(F)ccc3F)c2c1
    x | -4% | x | x | x | -9% | -10% | 11% | x
- Cc1cc(=O)n2ncnc2n1COCCO
    5% | -4% | -1.9 | i | i | -3% | -13% | -0.5% | 1%
- O=C(CC(c1ccccc1O)N1CCCCC1)N1CCCCC1 (stereo not drawn)
    2% | -10% | 1.2 | x | x | -1% | -6% | 3.3% | -4%
- O=C(Oc1ccc2c(c1)OCO2)c1ccc(Br)c(S(=O)(=O)N2CCOCC2)c1
    -5% | 2% | -1.5 | i | i | x | 5% | -0.2% | 2%
- Cc1cccc(CC(=O)N2CC(=O)Nc3ccc(F)cc3C2c2ccccc2)c1 (stereo not drawn)
    1% | 2% | x | x | i | -2%[9.27 µM] | 0% | 1.1% | x
- O=C1NC(=Nc2ccccc2)S/C1=C/c1cccnc1
    10% | -6% | 1.3 | i | i | 7% | -50% | 3.0% | 0%
- Cc1ccc(CNC(=O)C2CCN(C(=O)c3ccc(-n4ccc5ccccc54)s3)CC2)cc1
    u | -1% | x | x | x | 16% | -22% | -0.4% | x
- Cc1cc(NC(=O)c2cc(-c3ccccc3)on2)n(-c2ccccc2)n1
    -1% | -1% | -0.4 | i | i | -3% | -26% | -0.1% | 1%
- Cc1[nH]c(=O)[nH]c(=O)c1S(=O)(=O)Nc1ccc(F)c(Cl)c1
    0% | 1% | -0.4 | i | i | 1% | -1% | -0.1% | 1%
- NCC12CC3CC(CC(O)(C3)C1)C2
    -7% | -1% | 0.5 | i | i | 5% | 0% | 0.0% | 3%
- O=C(CCNC(=O)C1CCN(S(=O)(=O)c2ccccc2)CC1)NC1CC1
    -1% | 0% | -1.1 | i | i | 6% | 3% | 2.1% | 1%
- O=C(N/C(=C/c1ccccc1)C(=O)N1CCCCC1)c1ccc(Br)o1
    -14% | 8% | 1.7 | i | i | 14% | -17% | -0.2% | -3%
- O=C(NCc1ccccc1)c1nn(-c2ccccc2)nc1CO
    0% | -8% | x | x | x | u | -1% | 0.6% | x
- N#C/C(=N\Nc1ccc(F)cc1)C(=N)N1CCCCCC1
    -1% | u | 0.3 | i | i | u | -17% | -0.6% | 1%
- Cc1ccccc1NC(=O)CN1C(=S)NC(C)(C)CC1C (stereo not drawn)
    2% | 4% | -0.3 | i | i | 1% | -1% | -0.6% | 1%
- COC(=O)CSc1nc2cc3c(cc2cc1C#N)OCO3
    -23% | 0% | -0.8 | i | u | 4% | -24% | 4.0% | -25%
- COC(=O)c1ccc(S(=O)(=O)NCc2cccc(OC)c2)n1C
    -18% | -3% | -3.4 | i | i | 2% | 8% | -0.5% | 1%
- COc1ccc(S(=O)(=O)N2CCC(C(=O)N3CCc4ccccc4C3)CC2)cc1C
    u | 2% | -1.3 | i | i | -26% | -32% | -0.7% | x
- CCOc1ccc2[nH]c(=O)c(CN(CCOC)C(=O)N3CCOCC3)cc2c1
    6% | -6% | 1.2 | i | i | 22% | -2% | 0.0% | -1%
- Nc1nnc(SCC(=O)c2ccc3ccccc3c2)s1
    0% | -3% | -1.5 | i | i | u | -22% | 5.3% | -12%
- CC(C)C(=O)N=c1sc2cc(F)cc(F)c2n1C
    -9% | 7% | 0.4 | i | u | 4% | -11% | 15% | -1%
- NC(=O)CN(Cc1ccccc1)S(=O)(=O)c1ccc2c(c1)OCCO2
    -14% | -3% | 0.4 | i | i | -20% | -13% | 0.0% | 3%
- O=C(OC1CCCCC1=O)c1cccc(S(=O)(=O)N2CCCCC2)c1 (stereo not drawn)
    -1% | -1% | -0.8 | i | i | u | 6% | -0.2% | 2%
- CC(C)c1ccccc1-n1c(SCC(=O)N2CCN(c3ccccc3)CC2)nnc1-c1cccnc1
    0% | -5% | 0.8 | i | i | u | -3% | 2.6% | 1%
- O=C(CCSc1nnc(-c2ccccc2)o1)N1CCOCC1
    6% | -1% | -0.4 | i | i | -19% | -22% | 1.6% | -19%
- Cc1ccc2c(c1)CCCN2C(=O)CCc1nc2ccccc2c(=O)[nH]1
    -1% | 10% | 3.5 | i | i | u | 3% | 3.3% | 1%
- Cc1[nH][nH]c(=O)c1N=Nc1ccc(Br)c(Cl)c1
    3% | -5% | 1.3 | i | i | -2% | -33% | 1.7% | x
- COc1ccc(S(=O)(=O)NCCSc2nnnn2-c2ccccc2)cc1
    u | 2% | x | x | i | -16% | -13% | -0.1% | x
- Cc1ccc(C)c(NC(=O)C2(C)CC3c4ccccc4C2c2ccccc23)c1 (stereo not drawn)
    -12% | 2% | -0.9 | i | i | 11% | 33% | 0.3% | 1%
- Cc1ccoc1C(=O)Nc1ccc(CC(=O)O)cc1
    -3% | -8% | 0.9 | i | i | 1µM* | -33% | -2.2% | 0%
- CCOC(=O)c1c(N)n(-c2cccc(C)c2C)c2nc3ccccc3nc12
    2% | 2% | x | x | i | -9% | -11% | 0.1% | x
- Cc1ccc(-c2nc(CSCC(=O)NCCN3CCN(Cc4ccccc4)CC3)c(C)o2)cc1
    0% | -8% | -2.9 | i | u | u | -23% | -0.1% | -4%
- O=C1/C(=C\c2ccc(O)cc2)SC(=S)N1c1cccnc1
    0% | 0% | -1.2 | i | i | -8% | -2% | 4.6% | -1%
- CCCC1CCC(C(=O)n2nc(N)c3cc4ccc(OC)cc4nc32)CC1 (stereo not drawn)
    -4% | -1% | -2.0 | i | i | 8% | 3% | -1.4% | 0%
- CCOC(=O)C1=C(C)NC(=O)NC1c1cccnc1 (stereo not drawn)
    -27% | -1% | -3.7 | i | i | x | 20% | 2.0% | 0%
- CCO[C@H]1OC(C(=O)N2CCN(Cc3ccccc3)CC2)=C[C@@H](c2ccccc2)[C@@H]1CCCO
    -5% | -2% | -0.1 | i | i | 14% | -25% | -0.2% | x
- CCCn1c(SCC(=O)Nc2cccnc2Cl)n[nH]c1=O
    -7% | 2% | -3.2 | i | i | 1% | -13% | -0.9% | 2%
- COc1ccc(-c2ccc(CN3C(C(C)C)C(=O)N(Cc4cn(CC5CCCCC5)nn4)CCS3(=O)=O)cc2)cn1 (stereo not drawn)
    -4% | x | -0.5 | i | i | x | -24% | 5.1% | x
- COc1ccccc1OCCCc1c(C)n[nH]c1C
    -51% | -4% | -0.8 | i | i | 9% | 1% | 0.4% | 1%
- CNc1ccc(C(=O)OCC(=O)NC(=O)NC2CCCCC2)cc1[N+](=O)[O-]
    13% | 1% | -1.4 | i | i | 2% | 2% | -0.1% | 1%
- O=C(/C=C/c1ccccc1Br)c1ccc2c(c1)OCO2
    u | 8% | 0.9 | i | i | u | -40% | u | 0%
- CCN1CCN(Cc2nc3c(c(=O)n(C)c(=O)n3C)n2C(C)C(C)=O)CC1 (stereo not drawn)
    -7% | 5% | -1.4 | i | i | 2% | -7% | 0.4% | -1%
- O=C(NCc1ccc(Cl)cc1)c1cc(=O)nc2sc(-c3ccccc3)nn12
    15% | 1% | -1.4 | i | i | x | -33% | -0.4% | 2%
- Cc1cccc(-c2nc(CN3CCCC(C(=O)NC4CCCC4)C3)c(C)o2)c1 (stereo not drawn)
    -6% | 12% | 0.7 | i | i | -41% | -22% | 0.4% | 1%
- CC1(C)CC(=O)C=C(Nc2ccc(O)c(C(=O)O)c2)C1
    -7% | 3% | -0.2 | i | i | 0% | -8% | 0.0% | -2%
- Cc1ccc(-n2ccnc(NCCc3ccc(S(N)(=O)=O)cc3)c2=O)cc1C
    u | -1% | x | x | i | u | -34% | 4.9% | x
- CCCc1cc(=O)oc2c(C)c(OCC(=O)Nc3cccnc3)ccc12
    -4% | -3% | -3.0 | i | i | u | -4% | -1.1% | u
- CC1CCCC(C)N1C(=O)COC(=O)c1cc(=O)[nH]c2ccccc12 (stereo not drawn)
    -3% | -2% | -2.3 | i | i | u | -11% | 1.9% | -1%
- COc1cccc(-c2ccc3c(N)c(C(=O)Nc4cc(C(F)(F)F)ccc4OC)sc3n2)c1
    -12% | 2% | x | x | x | 8% | 1% | -0.2% | x
- COc1cc(Cc2cc(OC)c(O)c(OC)c2)cc(OC)c1O
    -2% | x | -1.0 | i | u | x | 2% | -4.6% | x
- O=C(CCCN1C(=O)c2cccnc2Oc2ccc(Cl)cc21)NCc1ccc(F)cc1
    -1% | 4% | x | x | x | -14% | -21% | 0.1% | x
- COc1ccccc1Oc1cc(F)nc(N)n1
    -3% | -2% | -0.9 | i | i | x | -1% | -0.2% | -1%
- CCC(C)Sc1ccc([C@H]2N[C@@](C)(C(=O)OC)[C@H]3C(=O)N(C)C(=O)[C@@H]23)cc1 (stereo partly drawn)
    6% | 0% | -3.0 | i | i | 4% | -4% | -1.4% | 3%
